Compound activity deposited in PubChem BioAssay by The Scripps Research Institute Molecular Screening Center.
M1 PAM parental – nonselective activator or artifact in parental CHO-K1 calcium assay | AID 602247 | actives 0.02% (n = 360,000) | activation, % at 3 µM | ATP EC20, Fluo-8 calcium fluorescence; 0% at ATP EC20, 100% at ATP max;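 active = activation above the run cutoff, the mean activation of all test compounds plus 3 SD, cut at about 40% in these data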;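 note: peak over basal fluorescence ratio in a 140 s read after ATP addition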
TAAR1 antagonist – human TAAR1 antagonism | Q96RJ0 | actives 1.5% (n = 360,000) | inhibition, % at 3 µM | CHO RD-HGA16 TAAR1, Fluo-8 calcium fluorescence, antagonist | AID 624466;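 active = inhibition above a per-plate cutoff, the mean inhibition of test compounds on that plate plus 3 SD, cut at about 49% in these data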;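 note: 0% = DMSO plus EC80 beta-PEA response and 100% = DMSO alone without agonist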
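Material: RD-HGA16 CHO cells with stable hTAAR1 and Gα16; Dosing: single nominal final test compound concentration of 3 µM; Schedule: seeding 17-24 h prior, 75-min 37 °C, 30-min RT dye loading; Detection: kinetic Fluo-8 calcium fluorescence measurement; Measure: % inhibition from peak post-agonist over basal fluorescence ratio; Benchmarks: vehicle and agonist controls.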
CHO-K1 Ca ag – M1 agonist counterscreen hit in parental CHO-K1 cells; actives 0.48% (n = 360,000); Fluo-8 calcium fluorescence; scaled to maximal ATP response, vehicle zero; activation, % at 3 µM; in the data active = activation above about 15%;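 note: untransfected CHO-K1 host cells lacking M1 receptor as counterscreen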
V1aR counter – V1a receptor agonism, counter-screen for OXTR agonists. P37288. CHO-V1R cells, Fluo-8 calcium fluorescence, agonist mode; 0% DMSO, 100% 3 nM vasopressin. activation, % at 3 µM. actives 0.25% (n = 320,000);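 active = activation above the mean activation of all tested compounds plus 3 SD, per screening run, cut at about 20% in these data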;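 note: signal is peak over basal fluorescence ratio across a 100 second FLIPR read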
Target sequence (P37288 whole entry, looked up): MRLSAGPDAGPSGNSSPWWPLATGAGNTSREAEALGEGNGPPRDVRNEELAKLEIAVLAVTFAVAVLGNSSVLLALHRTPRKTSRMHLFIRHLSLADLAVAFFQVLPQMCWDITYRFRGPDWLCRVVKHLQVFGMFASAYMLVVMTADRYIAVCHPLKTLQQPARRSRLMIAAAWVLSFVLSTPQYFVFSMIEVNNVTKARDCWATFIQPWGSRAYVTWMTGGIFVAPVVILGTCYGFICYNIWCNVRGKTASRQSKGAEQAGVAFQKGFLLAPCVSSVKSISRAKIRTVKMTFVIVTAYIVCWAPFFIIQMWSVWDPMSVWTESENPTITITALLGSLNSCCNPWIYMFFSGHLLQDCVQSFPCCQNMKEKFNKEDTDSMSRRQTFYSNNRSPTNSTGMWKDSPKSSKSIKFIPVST
CHO-K1 Ca antag – counter-screen for M1 antagonists: effect in parental CHO-K1 cells; actives 0.6% (n = 360,000); ATP-induced calcium, Fluo-8 fluorescence; inhibition, % at 3 µM;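 active = inhibition above a per-plate cutoff, the plate's mean sample inhibition plus 3 SD, cut at about 24% in these data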;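 note: 0% = DMSO plus EC80 ATP and 100% = DMSO alone without ATP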
OXTR potentiate – potentiators of human oxytocin receptor | CHO-OTR cells, Fluo-8 calcium fluorescence, potentiator mode; 0% = oxytocin EC15, 100% = EC100 | AID 2445 | P30559 | activation, % at 3 µM | actives 0.061% (n = 320,000);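 active = activation above that plate's cutoff, the mean activation of tested compounds plus 3 SD, cut at about 6.6% in these data, passing the limit was not always enough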;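 note: 100% uses oxytocin at 75 nM as the full agonist control; some results filed as inactive read as strong as hits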
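Assay system: CHO cell line stably expressing human OTR. Reagent: EC15 oxytocin agonist. Dosing: single dose, 3.0 µM nominal final compound concentration. Timing: compound 6 min at room temperature before oxytocin, 100 s read. Signal: kinetic Fluo-8 calcium fluorescence. Controls: oxytocin EC15 low and EC100 high.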
CHO parental Ca – counter-screen: ATP calcium response change in parental CHO cells; parental CHO-K1, ATP-induced calcium, Fluo-8 fluorescence; inhibition, % at 5.6 µM; actives 0.63% (n = 330,000); AID 463079;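 active = inhibition above that plate's mean sample inhibition plus 3 SD, cut at about 26% in these data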;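 note: 0% = ATP-challenged DMSO wells and 100% = DMSO wells without ATP; some compounds past the cut are filed as inactive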
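Material: parental CHO cells / Compound: single nominal dose of 5.6 µM per compound / Signal: Fluo-8 fluorescence / Replicates: singlicate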
TAAR1 ag – human TAAR1 agonism; Q96RJ0; CHO RD-HGA16 TAAR1, Fluo-8 calcium fluorescence; vehicle wells 0%, saturating PEA agonist 100%; activation, % at 3 µM; actives 0.99% (n = 360,000);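 active = activation above the mean activation of all test compounds in the run plus 3 SD, cut at about 38% in these data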
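System: CHO-derived RD-HGA16 cells with stable Gα16 and human TAAR1 / Times: 17-24 h plating, Fluo-8 75 min 37 °C, 30 min RT / Technique: calcium-sensitive Fluo-8 signal, excitation 470-495, emission 515-575 nm / Measure: % activation relative to PEA EC100 response / Benchmarks: DMSO and PEA EC100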
M1 ag – activates human CHRM1 receptor; activation, % at 3 µM; P11229; actives 0.33% (n = 360,000); AID 588814; CHO-K1 hM1, Fluo-8 calcium fluorescence, agonist mode; 0% DMSO, 100% acetylcholine EC100;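 active = activation above the run's mean compound activation plus 3 SD, cut at about 16% in these data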;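 note: peak over basal fluorescence ratio within a 140 s kinetic read after compound addition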
Target sequence (P11229 whole entry, looked up): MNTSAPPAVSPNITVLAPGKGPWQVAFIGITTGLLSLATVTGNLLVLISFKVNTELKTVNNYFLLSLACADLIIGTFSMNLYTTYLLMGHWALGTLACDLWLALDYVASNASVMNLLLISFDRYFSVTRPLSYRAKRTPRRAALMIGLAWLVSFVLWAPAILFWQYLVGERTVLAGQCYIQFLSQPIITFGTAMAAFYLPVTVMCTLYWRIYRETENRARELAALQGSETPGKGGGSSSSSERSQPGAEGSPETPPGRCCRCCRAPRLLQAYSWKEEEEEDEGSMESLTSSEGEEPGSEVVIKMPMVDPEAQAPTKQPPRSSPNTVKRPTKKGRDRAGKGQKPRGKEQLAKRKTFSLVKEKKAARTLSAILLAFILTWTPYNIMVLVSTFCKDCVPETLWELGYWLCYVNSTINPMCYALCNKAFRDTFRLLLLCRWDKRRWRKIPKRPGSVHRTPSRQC
The depositor's hits bear a star; nt = no result given. Not a hit list (roughly 3.3% active in at least one column).

SMILES | M1 PAM parental | TAAR1 antagonist | CHO-K1 Ca ag | V1aR counter | CHO-K1 Ca antag | OXTR potentiate | CHO parental Ca | TAAR1 ag | M1 ag
Cc1ccc(N2CC(C(=O)N3CCC(C(=O)Nc4ccc(Br)cc4)CC3)CC2=O)cc1 (centres undefined) | -22 | 11 | 0.4 | 5.8 | -5 | -21 | -17 | 6 | -5
Nn1c(Nc2ccccc2)nc2sc3c(c2c1=O)CCCC3 | 3 | -36 | -0.3 | -2.4 | -5 | 1 | -20 | 7 | -5
CCN(C(=O)COC(=O)CSc1ccc(C)c(C)c1)C1CCS(=O)(=O)C1 (centres undefined) | 9 | -11 | 1.6 | 2.5 | -8 | -6 | -5 | 7 | 0
COc1cc(CN2C(=O)C(CCc3ccccc3)ON=C2c2cnccn2)cc(OC)c1 (centres undefined) | 15 | 50* | 2.8 | nt | -1 | nt | nt | 2 | -2
CC1(C)C(c2cccs2)=NC(c2ccccc2)N1O (centres undefined) | 21 | 3 | 0.6 | 2.4 | -12 | 8 | -12 | 13 | -4
CS(=O)(=O)c1ccc(Cl)c(NC(=O)CSc2nncn2-c2ccccc2)c1 | -8 | 21 | 5.5 | 3.5 | -3 | -9 | -14 | 14 | -1
O=C(Nc1ccccc1F)C1CCN(C(=O)NCc2ccccc2)CC1 | 11 | 5 | -0.1 | 2.5 | -3 | -2 | -10 | 0 | -3
Oc1ccc(Cl)cc1C1=NCCNC(C(F)(F)C(F)F)=C1 | -6 | 3 | 0.5 | 4.6 | 14 | 2 | -3 | 9 | -7
O=C(c1ccco1)N1CCN(C(=O)N2CCCCC2)CC1 | 24 | 19 | 0.3 | 0.1 | -16 | 7 | 6 | 2 | -6
Cc1ccc(C(=O)N2CCC(n3nccc3NC(=O)Nc3cccc(F)c3)CC2)cn1 | 27 | -10 | 1.7 | -0.5 | -11 | -3 | 2 | 5 | -3
OC(c1ccccc1)c1ncc(-c2ccccc2F)[nH]1 (centres undefined) | 9 | -1 | 0.2 | nt | -9 | nt | nt | 1 | 1
Cc1nn(-c2ccccc2)c2c1C(c1ccc(Cl)cc1)N(c1ccccc1)C(=O)N2 (centres undefined) | 12 | -43 | 0.8 | -0.8 | -2 | -1 | -19 | 1 | -6
COc1ccc(CN2C[C@]3(CO)O[C@@H](CO)C[C@@H]3S2(=O)=O)cc1 | 16 | -14 | 0.6 | nt | -18 | nt | -7 | 1 | -4
CCOC(=O)c1cnc2nc(Cc3ccccc3)[nH]n2c1=O | 6 | 7 | -0.1 | 0.4 | -5 | -2 | -7 | 3 | 2
C[C@H](CO)N1C[C@H](C)[C@@H](CN(C)S(=O)(=O)c2cn(C)cn2)OCc2cn(nn2)CCCC1=O | 15 | 5 | 0.0 | nt | -9 | nt | nt | 2 | -2
COc1ccc(C2CN=NC23CCCc2ccccc2C3=O)cc1 (centres undefined) | -2 | -2 | 1.7 | 0.8 | -15 | -16 | -5 | 4 | -3
Cc1ccccc1-c1ccc2c(c1)O[C@@H](CN(C)C(=O)Nc1ccc(C(F)(F)F)cc1)[C@H](C)CN([C@@H](C)CO)S2(=O)=O | 17 | -5 | 0.6 | nt | 0 | nt | nt | 1 | -10
CN(C)S(=O)(=O)c1cccc(-c2nnc(SCc3ccc4c(c3)OCCO4)o2)c1 | 22 | -20 | 1.0 | 0.3 | -14 | -6 | -21 | 1 | -4
COc1ccc(NC(=O)CCCN2C(=O)C(c3ccccc3)Oc3cccnc32)c(OC)c1 (centres undefined) | 2 | -5 | 2.1 | 2.1 | -15 | -6 | -41 | -2 | -3
O=c1[nH]c(NC2CCCCC2)nnc1Cc1ccccc1 | 20 | 2 | 0.3 | 0.9 | -16 | 2 | -3 | 1 | 1
O=C(Cc1ccccc1)N1CCC(c2nc3ccccc3[nH]2)CC1 | 23 | 19 | 1.1 | 0.5 | -11 | 0 | -1 | 1 | -3
C[C@H](CO)N1C[C@H](C)[C@H](CN(C)S(=O)(=O)c2cccc(F)c2)Oc2cc(Br)ccc2S1(=O)=O | 23 | -3 | 3.3 | nt | -14 | nt | nt | 6 | -2
COc1ccc(CNC(=O)c2ccc3c(=O)n4c(nc3c2)CCCCC4)cc1OC | -6 | 11 | 6.6 | nt | -13 | nt | nt | 2 | 0
CCN(CC)C(=O)C1=C(C)N(Cc2ccccc2)C(=O)C(CC(=O)NCc2ccco2)C1 (centres undefined) | 10 | -10 | -0.8 | nt | -4 | nt | nt | -1 | -5
COC(=O)[C@]12CCCCC=C1N(Cc1ccco1)C(=O)[C@H](CC(=O)NCCCN1CCCC1=O)C2 | 20 | -7 | 0.9 | nt | -10 | nt | nt | 2 | nt

In another format: results already given
structure	M1 PAM parental	TAAR1 antagonist	CHO-K1 Ca ag	V1aR counter	CHO-K1 Ca antag	OXTR potentiate	CHO parental Ca	TAAR1 ag	M1 ag
Cc1ccccc1-c1ccc2c(c1)O[C@@H](CN(C)C(=O)Nc1ccc(C(F)(F)F)cc1)[C@H](C)CN([C@@H](C)CO)S2(=O)=O	17	-5	0.6	nt	0	nt	nt	1	-10
CN(C)S(=O)(=O)c1cccc(-c2nnc(SCc3ccc4c(c3)OCCO4)o2)c1	22	-20	1.0	0.3	-14	-6	-21	1	-4
COc1ccc(NC(=O)CCCN2C(=O)C(c3ccccc3)Oc3cccnc32)c(OC)c1 (centres undefined)	2	-5	2.1	2.1	-15	-6	-41	-2	-3
O=c1[nH]c(NC2CCCCC2)nnc1Cc1ccccc1	20	2	0.3	0.9	-16	2	-3	1	1
O=C(Cc1ccccc1)N1CCC(c2nc3ccccc3[nH]2)CC1	23	19	1.1	0.5	-11	0	-1	1	-3

The listing continues:
SMILES | M1 PAM parental | TAAR1 antagonist | CHO-K1 Ca ag | V1aR counter | CHO-K1 Ca antag | OXTR potentiate | CHO parental Ca | TAAR1 ag | M1 ag
COc1ccc(C(=O)CSc2nc(C)cc(=O)[nH]2)cc1C | 4 | -20 | 1.8 | 2.5 | 0 | 0 | -12 | 15 | -2
Cn1ncc(N=Cc2ccc([N+](=O)[O-])cc2)c1C(=O)N1CCOCC1 | 9 | -12 | 0.5 | 0.5 | -19 | -1 | -3 | 2 | -3
COc1ccc(NS(=O)(=O)c2cccc(C(=O)NCCCN3CCOCC3)c2)cc1 | 21 | -29 | 0.8 | -0.9 | -8 | -5 | -8 | 2 | 1
COc1cccc(Nc2nc(C(N)Cc3ccc(Cl)cc3)cs2)n1 (centres undefined) | 10 | 55* | 2.8 | nt | 10 | nt | nt | 65* | 12
Cc1ccc(CN2C(=O)CSC2c2cccnc2)cc1 (centres undefined) | 1 | -1 | 0.2 | 0.7 | -2 | -4 | -2 | 1 | -3
O=S(=O)(N=C(NS(=O)(=O)c1ccc(Cl)cc1)c1ccccc1)c1ccc(Cl)cc1 | -9 | -22 | -0.3 | -0.8 | -9 | 1 | -3 | 10 | 0
CCCc1cc(=O)oc2cc(OCC(=O)NCc3ccccn3)ccc12 | -7 | -18 | 5.9 | 2.9 | -3 | -5 | -16 | 8 | -2
CC(C)OCCCNC(=O)C1CCC(=O)N1C1CCCC1 (centres undefined) | 13 | 3 | 0.3 | 0.8 | -17 | -1 | -7 | 15 | -3
Cc1cccc[n+]1CCCCCCCCCC[n+]1ccccc1C | 4 | 3 | 1.5 | -0.3 | -2 | -10 | 4 | 1 | -5
CCOC(=O)C1(CC2CC2)CCN(C(=O)c2cc(OC)nc3ccccc23)CC1 | 12 | -4 | 2.2 | -2.0 | -6 | -6 | -40 | 5 | -6
CCOC(=O)/C=C(\C)N1N=C(c2ccccc2)CC1c1ccccc1 (centres undefined) | 8 | 16 | 0.4 | -0.2 | -6 | 5 | -8 | 0 | 0
O=C1ON=C(c2ccccc2)/C1=C/c1ccccc1 | 12 | -1 | 0.1 | 1.9 | -6 | 4 | -9 | 0 | 0
CCOc1ccc(NC(=O)[C@H](C)NC(=O)C2CC(=O)N(c3ccc(OC)cc3)C2)cc1 (some centres undefined) | 25 | -35 | 0.4 | -0.1 | -15 | -3 | -15 | 1 | -2
CCNC(=O)C(=O)NCC(c1cccs1)S(=O)(=O)c1ccc(C)cc1 (centres undefined) | 10 | 4 | 1.7 | -0.4 | -12 | -7 | -15 | 2 | 1
Cc1ccc(S(=O)(=O)NNC(=O)c2cnn(-c3ccccc3)c2-n2cccc2)cc1 | 22 | -11 | 1.4 | 0.0 | -4 | -8 | -16 | 7 | -1
COc1ccc(C(=O)CC(C(=O)O)c2ccc(OC)c(OC)c2)cc1OC (centres undefined) | 8 | -7 | 0.9 | nt | -1 | nt | nt | 3 | -2
Cc1ccc(-c2ccc(S(=O)(=O)N3CC(C)OC(C)C3)cc2)cc1 (centres undefined) | 6 | -4 | -0.5 | 0.2 | -14 | -5 | -8 | -1 | -4
CCCCN1C(N)=NC[C@@H]1C(C)O (some centres undefined) | 7 | -8 | 0.2 | 1.5 | -13 | 7 | -3 | 6 | -7
O=C(COC(=O)c1ccccn1)NC12CC3CC(CC(C3)C1)C2 | -5 | 10 | -0.3 | 0.3 | 19 | 0 | -2 | 12 | -1
Cc1cccc(NC(=O)COC(=O)c2nn(-c3ccccc3C(F)(F)F)cc2O)c1C | -3 | 5 | 10 | nt | 18 | nt | nt | 7 | 1
COc1ccc(C2C(C(=O)N3CCC(C)CC3)c3ccccc3C(=O)N2C)cc1 (centres undefined) | 3 | 17 | 2.1 | 0.1 | 2 | -5 | -15 | 7 | -1
CCc1sc(C(=O)N(CCOC)c2c(N)n(Cc3ccccc3)c(=O)[nH]c2=O)cc1C | 4 | -25 | -0.1 | nt | 6 | nt | nt | 0 | -3
COc1cccc(OC)c1OCCOc1ccc(C(=O)c2ccccc2)cc1 | 17 | 52* | 7.6 | 3.1 | -3 | -9 | -23 | 8 | -2
Clc1ccc2scc(CN3CCCC3)c2c1 | 17 | -27 | 5.8 | -1.0 | -7 | -6 | -7 | 8 | -3
COc1cc(/C=N/N=C(/N)c2nonc2N)cc(Br)c1OCc1ccccc1C | 17 | 21 | 0.5 | 2.5 | -12 | -20 | -19 | 4 | -2
CCOC(=O)c1c(NC(=O)C(C)N2CCN(C(=O)c3ccco3)CC2)sc2c1CCCC2 (centres undefined) | 2 | 87* | 0.3 | 2.9 | 3 | -5 | 60* | 84* | 20*
COC(=O)CSc1nnc(-c2ccc3c(c2)OCO3)n1C | -8 | -5 | 0.1 | 0.8 | 15 | -8 | -2 | 1 | -2
Cc1cc(C)c(S(=O)(=O)N2CCN(C(=O)CC(C)n3nc(C)nc3C)CC2)c(C)c1 (centres undefined) | -1 | -22 | 5.7 | nt | 17 | nt | nt | 0 | -4
